Screening results: PubChem BioAssay, several laboratories
BoNT F protease = inhibitors of Botulinum neurotoxin F light chain protease; Multiplex microsphere protease cleavage assay, flow cytometry; inhibition, % at 10 µM; 360,000 compounds, 0.22% hits; in the data active means inhibition above about 35%, passing the limit was not always enough; further: plate controls were buffer without enzyme for full effect and enzyme alone for no effect
FadD28 binding = M. tuberculosis FadD28 bisubstrate binding inhibition; AID 588549; FadD28 bisubstrate probe binding, fluorescence polarization; inhibition, % at 12.5 µM; 360,000 compounds, 0.22% hits; in the data active means inhibition above about 8.5%, passing the limit was not always enough
Mtb BioA inh = inhibitors of Mycobacterium tuberculosis BioA enzyme; purified M. tuberculosis BioA enzyme, plate reader; 360,000 compounds, 0.096% hits; inhibition, % at 9.99 µM; AID 602481; in the data active means inhibition above about 40%
PrPC TRFRET = inhibitors of human cell surface prion protein PrPC | TR-FRET read-out | inhibition, % at 13.8 µM | 370,000 compounds, 0.43% hits | AID 720596; in the data active means inhibition above about 24%; further: 0% = median of the test wells and 100% = reference compound wells
MazEF act = MazEF (E. coli) toxin RNase activation | FAM/BHQ RNA-DNA oligo cleavage fluorescence, 5 h | P0AE70 | activation, % at 20 µM | 350,000 compounds, 0.32% hits; in the data active means activation above about 50%
Target sequence (P0AE70 whole entry, looked up): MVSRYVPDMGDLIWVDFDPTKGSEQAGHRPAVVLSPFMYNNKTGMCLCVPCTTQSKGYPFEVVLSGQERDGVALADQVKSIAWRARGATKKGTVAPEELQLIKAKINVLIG
Rv3671c inh = inhibits the M. tuberculosis serine protease Rv3671c; P9WHR9; inhibition, % at 5.96 µM; AID 2606; 320,000 compounds, 0.048% hits; in the data active means inhibition above about 38%;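 further: extracellular domain of Rv3671c used as enzyme; 0% = enzyme with DMSO and 100% = no enzyme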
Target sequence (P9WHR9 whole entry, looked up, the tested form may be a part): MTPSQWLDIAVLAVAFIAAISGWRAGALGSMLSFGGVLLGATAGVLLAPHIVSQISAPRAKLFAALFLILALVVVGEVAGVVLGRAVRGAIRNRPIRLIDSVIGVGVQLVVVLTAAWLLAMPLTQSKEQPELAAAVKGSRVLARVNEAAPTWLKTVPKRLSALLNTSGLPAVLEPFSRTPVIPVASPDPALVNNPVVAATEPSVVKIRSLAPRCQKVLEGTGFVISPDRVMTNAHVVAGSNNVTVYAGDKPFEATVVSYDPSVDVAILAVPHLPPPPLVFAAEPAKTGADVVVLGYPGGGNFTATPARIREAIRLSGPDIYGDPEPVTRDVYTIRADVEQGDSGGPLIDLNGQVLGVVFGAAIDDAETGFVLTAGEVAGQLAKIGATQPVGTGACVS
UGM FP inh = Mtb UDP-galactopyranose mutase inhibition | 320,000 compounds, 0.06% hits | inhibition, % at 10 µM | AID 504406 | purified UGM, fluorescence polarization probe displacement | P9WIQ1; in the data active means inhibition above about 10%, passing the limit was not always enough
GDH-TPI inh = counter-screen for M. tuberculosis FBA inhibitors: GDH-TPI coupled enzymes; GDH-TPI coupled enzyme counterscreen, NADH absorbance; inhibition, % at 4.8 µM; 360,000 compounds, 1.2% hits; AID 588335; in the data active means inhibition above about 30%;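 further: 0% = DMSO wells and 100% = wells lacking the enzyme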
FBA Mtb inh = inhibitors of M. tuberculosis fructose-bisphosphate aldolase; inhibition, % at 1 µM; P9WQA3; purified M. tuberculosis FBA, fluorescence read-out; AID 588726; 360,000 compounds, 2.3% hits; in the data active means inhibition above about 27%;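 further: 0% = vehicle and 100% = reference inhibitor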
Target sequence (P9WQA3 whole entry, looked up): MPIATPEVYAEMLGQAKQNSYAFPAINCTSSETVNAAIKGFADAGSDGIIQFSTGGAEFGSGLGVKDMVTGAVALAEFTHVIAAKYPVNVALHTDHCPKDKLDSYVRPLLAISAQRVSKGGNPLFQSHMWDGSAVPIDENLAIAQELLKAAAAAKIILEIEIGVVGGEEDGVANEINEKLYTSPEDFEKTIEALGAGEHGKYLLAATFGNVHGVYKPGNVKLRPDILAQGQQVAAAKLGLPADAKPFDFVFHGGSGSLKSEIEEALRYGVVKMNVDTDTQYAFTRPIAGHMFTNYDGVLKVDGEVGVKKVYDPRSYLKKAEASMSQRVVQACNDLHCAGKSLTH
* hit, by the source's call; / = no result given; + = active, no number.

SMILES	BoNT F protease	FadD28 binding	Mtb BioA inh	PrPC TRFRET	MazEF act	Rv3671c inh	UGM FP inh	GDH-TPI inh	FBA Mtb inh
CCC(NC(=O)c1cc(COc2ccc(F)c(F)c2)on1)c1ccncc1 (stereo not given)	5	-0.1	3.6	12	6	/	/	-8	0
COC(=O)c1ccc(NC(=O)NC(=O)Oc2ccccc2)cc1	-1	-0.4	-0.3	5	3	2	6.3	5	-1
CCOc1ccc(NC(=O)CSc2nc3cccnc3n2CC)cc1	-21	-0.6	-1.4	-2	-8	/	/	3	0
Nc1ccn(C2OC(CO)C(O)C2F)c(=O)n1 (stereo not given)	-5	-2.2	-0.2	-2	/	/	/	/	1
COc1cc(/C=N/N2CCCCC2)cc(OC)c1O	-33	-1.3	-0.5	-4	4	0	-0.2	9	0
COc1cc(-c2coc3c(C(=O)NCc4ccncc4)cccc23)ccc1O	0	0.0	-0.1	8	/	/	/	9	2
Cn1nccc1C(=O)N/N=C/c1ccccc1[N+](=O)[O-]	-14	-2.7	-0.7	-18	3	8	-0.3	1	-3
Cc1ccc([N+](=O)[O-])cc1N=Cc1ccc(Br)s1	2	-1.9	-2.3	-4	-3	2	-2.6	-3	2
CCc1ccccc1OCC(=O)OCC(=O)c1c(N)n(C)c(=O)n(C)c1=O	-5	-0.8	/	-5	-1	0	-4.0	-3	1
CN(CC(=O)NNC(=O)Cc1ccccc1F)S(=O)(=O)c1ccc(Cl)cc1	-3	0.5	0.3	1	-4	4	/	7	1
Cc1ccc(NC(=O)C(=O)NCCc2c[nH]c3ccccc23)cc1C	1	-4.8	/	1	22	-1	-1.6	-10	-5
CCCn1nc(NC(=O)c2ccco2)c2cc3ccc(C)cc3nc21	-1	-1.3	-1.3	-36	-8	7	0.5	9	17
C(=C\c1nc2ccccc2[nH]1)/c1ccccc1	-2	-5.5	0.6	10	11	-6	0.6	37*	32*
CCc1ccccc1NS(=O)(=O)c1cccc2nsnc12	-9	-1.7	/	-20	-1	-3	1.5	6	-2
COc1ccc(COCC(CC(C)C)N2CCN(C(=O)c3cccc(C(F)(F)F)c3)CCC2=O)cc1 (stereo not given)	-6	-2.0	0.2	1	-1	-2	-0.4	8	2
CCOC(=O)c1c(NC(=O)c2ccccc2N(C)S(=O)(=O)c2ccccc2)sc2c1CCCC2	-2	-0.2	-1.2	-5	-8	-16	-0.5	18	4
Cc1ccc(-c2c[n+](CC(=O)Nc3cc(=O)n(C)c(=O)n3C)c3n2CCC3)cc1	-4	-0.8	5.3	2	7	-4	-1.7	3	1
CCCC(=O)Nc1cc2c3c(c1)C(C)C(=O)N3CCC2 (stereo not given)	-4	0.3	-1.2	1	2	-5	-1.8	5	1
CCc1ccc(OCCNC(=O)c2cc(SC)ccc2Cl)cc1	-2	-5.2	0.2	1	2	-2	3.3	4	-4
O=S(=O)(NCc1ccncc1)c1ccc(S(=O)(=O)NCC2CCCO2)cc1 (stereo not given)	-8	-2.7	/	4	4	-1	1.3	7	-2
CCc1ccc2[nH]c3nc(SCC(=O)NCC4CCCO4)nnc3c2c1 (stereo not given)	-6	-2.3	-1.2	1	6	/	/	19	3
COc1ccc(CCNC(=O)c2ccc3c(=O)n(Cc4ccco4)c(=S)[nH]c3c2)cc1OC	-7	-11	-0.7	1	9	-5	1.9	0	-1
Cc1c(C(=O)N2CCc3ccccc3C2)oc2ccc(Br)cc12	-4	-2.3	-1.0	-11	-6	-3	-0.4	1	-1
O=C1CC(c2ccccc2)CC2=C1C=Nc1ccccc1N2 (stereo not given)	0	0.3	/	0	-1	-9	-2.2	9	-2
Cc1nnc(NC(=O)C(C)Sc2nnc(CCNC(=O)c3ccccc3F)n2C)s1 (stereo not given)	4	-3.0	0.0	-8	0	-7	2.7	11	0

Entries of single compounds, looked up by structure. Order of screens: BoNT F protease, FadD28 binding, Mtb BioA inh, PrPC TRFRET, MazEF act, Rv3671c inh, UGM FP inh, GDH-TPI inh, FBA Mtb inh
Record of Cc1ccc(-c2c[n+](CC(=O)Nc3cc(=O)n(C)c(=O)n3C)c3n2CCC3)cc1 → -4, -0.8, 5.3, 2, 7, -4, -1.7, 3, 1
Record of COc1cc(/C=N/N2CCCCC2)cc(OC)c1O → -33, -1.3, -0.5, -4, 4, 0, -0.2, 9, 0

(more compounds)
SMILES	BoNT F protease	FadD28 binding	Mtb BioA inh	PrPC TRFRET	MazEF act	Rv3671c inh	UGM FP inh	GDH-TPI inh	FBA Mtb inh
CC(=O)c1cc(F)ccc1OCC(=O)Nc1ccc2c(c1)OCO2	-5	-1.8	0.3	10	-21	0	-0.8	9	-2
CCC(CO)Nc1ccc(-c2nn(C)c(=O)c3ccccc23)cc1[N+](=O)[O-] (stereo not given)	-4	-1.7	/	-11	9	-9	-0.6	7	-4
Cc1ccc(C(=O)COC(=O)CNC(=O)CNC(=O)c2ccc(C)cc2)cc1	4	-0.3	-1.8	-5	1	-1	-2.5	3	0
Brc1cc(Br)c(Oc2cc(Br)c(Br)cc2Br)cc1Br	-4	-4.4	-1.2	8	-3	9	1.4	1	-1
CCCN(CC(=O)Nc1ccccc1OC)C(=O)c1ccc(S(=O)(=O)Nc2ccccc2)cc1	1	0.7	-1.9	-4	-3	-1	-0.9	4	1
CCc1ccc(NC(=O)c2cc(S(=O)(=O)N3CCCC3)c[nH]2)cc1	0	-2.8	0.1	/	5	-3	0.7	7	-2
COc1ccc(NC(=S)NNC(=O)c2ccccc2OC(F)F)cc1	-4	-1.2	1.0	6	0	3	0.1	7	2
N=C1C(c2nc3ccccc3s2)=C(O)CN1Cc1ccco1	2	2.8	-0.3	14	-9	7	-0.3	17	4
CCOC(=O)N1CCN(C(=O)c2ccc(-n3c(=S)[nH]c4ccccc4c3=O)cc2)CC1	-6	0.5	-1.4	0	0	-11	3.2	7	0
Cc1ccc(CNS(=O)(=O)c2ccc(-n3cccn3)cc2)cc1	-4	-0.8	0.1	8	-1	/	/	-3	2
N#C/C(=C/c1cccs1)c1ccccn1	8	-1.0	/	-3	-8	0	1.4	33*	-2
CCN1C(Nc2ccccc2)=NC[C@@H]1CC(C)C	-8	-1.6	4.0	-5	4	2	-2.1	-9	0
O=C(COC(=O)c1ccc(O)cc1)Nc1cc(C(F)(F)F)ccc1Cl	0	-5.5	/	10	9	-12	-1.9	-10	-4
CCOc1ccc(CCNS(=O)(=O)c2ccc3c(c2)NC(=O)CC(=O)N3)cc1OCC	4	-2.1	1.9	1	3	-7	-0.3	-1	3
Cc1cc(C)nc(SCC(=O)Nc2ccccc2[N+](=O)[O-])n1	5	-2.6	-0.3	-15	9	-6	0.4	18	3
CCc1cccc(OCC(=O)Nc2cc(S(=O)(=O)N3CCOCC3)ccc2N2CCCC2)c1	-13	-4.7	0.0	4	-5	-8	-0.8	-8	2
Cc1sc2c(c1C)C(=O)NC(c1ccccc1F)N2 (stereo not given)	6	-1.7	/	-3	-17	-11	-1.4	18	3
CCN(C(=O)CSc1nnc(-c2ccccc2)n1C)C1CCS(=O)(=O)C1 (stereo not given)	2	-4.1	0.9	5	6	1	-0.5	-9	-5
CC1CCCCC12NC(=O)N(CC(=O)N1CCN(c3ncccn3)CC1)C2=O (stereo not given)	4	1.1	0.2	5	-1	-7	-1.3	5	5
COc1cc(OC)cc(C(=O)NCC2CCCN(C(=O)c3oc(C)cc3C)C2)c1 (stereo not given)	-6	-6.4	-0.3	-2	3	-2	0.5	-2	-1
Cc1ccc2[nH]c(=O)c(CN(Cc3ccco3)C(=O)c3ccncc3)cc2c1	21	-1.2	-1.0	3	3	2	0.1	-1	3
CCOc1ccc(NC(=O)CCNS(=O)(=O)c2ccc3c(c2)CC(C)N3C(C)=O)cc1 (stereo not given)	7	-4.3	-1.7	-2	9	7	-1.7	-1	3
COc1ccc2ccccc2c1/C=N/Nc1ccc(Cl)c(C(=O)O)c1	-6	5.1	/	4	9	2	2.4	10	4
CNC(=O)NC(=S)NC(=O)c1ccc(OC)cc1	2	-3.2	-1.4	-4	9	6	0.0	10	1
Nc1cc(=O)[nH]c(N2CCN(c3ccccc3)CC2)n1	-5	-2.8	/	-3	2	-5	1.1	-2	0

Carrying on.
SMILES	BoNT F protease	FadD28 binding	Mtb BioA inh	PrPC TRFRET	MazEF act	Rv3671c inh	UGM FP inh	GDH-TPI inh	FBA Mtb inh
O=C(OCc1c(F)cccc1Cl)c1cnccn1	0	-0.8	-0.3	2	2	-3	-2.6	0	4
COC(=O)COc1ccc(S(=O)(=O)N2CCc3ccccc3C2)cc1	-3	-3.5	0.3	9	0	-16	-1.9	1	-2
CC(=O)Nc1ccc(S(=O)(=O)NCC(CCC(=O)O)C(F)(F)F)cc1 (stereo not given)	-6	0.5	/	-1	-17	-8	4.0	5	-4
N/C(=N\OC(=O)c1ccc2ccccc2c1)c1ccc(Br)cc1	-1	-1.4	/	-2	-6	-2	1.1	3	1
Cc1c(C)c2cc(Cl)c(O)c(CN3CCCC(C)C3)c2oc1=O (stereo not given)	2	-0.4	1.7	-8	0	-5	-4.6	8	+
O=C1CSC(c2ccc(Cl)c(Cl)c2)N1c1nccs1 (stereo not given)	-1	-1.6	-0.9	12	1	-22	-2.9	2	-2
CCn1ccnc1CN1CCC(n2nccc2NC(=O)c2ccccc2OC)CC1	-12	-0.4	0.5	-13	8	2	3.8	3	-1
CC(NC(=O)CN(C)CC(=O)Nc1ccc(Cl)cc1)c1ccc(F)cc1 (stereo not given)	-4	-2.6	2.6	-1	1	8	-0.4	10	3
c1ccc(Cn2nnnc2CN2CCN(Cc3ccc4c(c3)OCO4)CC2)cc1	2	1.6	9.2	-1	1	-3	-1.5	-3	3
CCOC(=O)c1ccccc1N/C=C1\CCCCC1=O	-4	-1.9	/	-6	2	-2	-1.2	20	7
CC(C)N(C(=O)COC(=O)CNC(=O)c1ccc(Br)cc1)c1ccccc1	2	-1.3	0.7	1	1	3	-0.5	2	2
CCn1c2ccccc2c2cc(NC(=O)COC(=O)c3cc(S(=O)(=O)N4CCCCC4)ccc3Cl)ccc21	-6	1.0	/	4	-4	-2	0.7	9	-1
O=C(CNCc1ccc(Cl)cc1)N1CCc2ccccc2C1	-14	/	-0.9	-6	1	2	-0.2	-6	1
CCOC(=O)CN1C(=O)C(Sc2n[nH]c(-c3ccccc3)n2)CCc2ccccc21 (stereo not given)	-7	-0.8	0.2	1	-9	-3	1.2	-7	4
COc1ccc(NC(=O)c2cc3cc(C)ccc3n2C)c(OC)c1	-36	-2.1	-0.7	-3	10	0	1.9	3	0

In the list so far, these have a Cl atom:
SMILES	BoNT F protease	FadD28 binding	Mtb BioA inh	PrPC TRFRET	MazEF act	Rv3671c inh	UGM FP inh	GDH-TPI inh	FBA Mtb inh
CN(CC(=O)NNC(=O)Cc1ccccc1F)S(=O)(=O)c1ccc(Cl)cc1	-3	0.5	0.3	1	-4	4	/	7	1
CCc1ccc(OCCNC(=O)c2cc(SC)ccc2Cl)cc1	-2	-5.2	0.2	1	2	-2	3.3	4	-4
O=C(COC(=O)c1ccc(O)cc1)Nc1cc(C(F)(F)F)ccc1Cl	0	-5.5	/	10	9	-12	-1.9	-10	-4
COc1ccc2ccccc2c1/C=N/Nc1ccc(Cl)c(C(=O)O)c1	-6	5.1	/	4	9	2	2.4	10	4
O=C(OCc1c(F)cccc1Cl)c1cnccn1	0	-0.8	-0.3	2	2	-3	-2.6	0	4
Cc1c(C)c2cc(Cl)c(O)c(CN3CCCC(C)C3)c2oc1=O (stereo not given)	2	-0.4	1.7	-8	0	-5	-4.6	8	+
O=C1CSC(c2ccc(Cl)c(Cl)c2)N1c1nccs1 (stereo not given)	-1	-1.6	-0.9	12	1	-22	-2.9	2	-2
CC(NC(=O)CN(C)CC(=O)Nc1ccc(Cl)cc1)c1ccc(F)cc1 (stereo not given)	-4	-2.6	2.6	-1	1	8	-0.4	10	3
CCn1c2ccccc2c2cc(NC(=O)COC(=O)c3cc(S(=O)(=O)N4CCCCC4)ccc3Cl)ccc21	-6	1.0	/	4	-4	-2	0.7	9	-1
O=C(CNCc1ccc(Cl)cc1)N1CCc2ccccc2C1	-14	/	-0.9	-6	1	2	-0.2	-6	1
